Bioassay records deposited in PubChem by Sanford-Burnham Center for Chemical Genomics.
SENP1 inh: SENP1 (human) catalytic domain inhibition; recombinant SENP1 catalytic domain, CyPet-SUMO1-YPet FRET cleavage; inhibition, % at 10 µM; AID 624204; hit rate 0.21% among 360,000;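 active means inhibition at least 30% at 10 µM, raw YFP signal under a set limit, fluorescence ratio 0.5 to 1.5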;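 further: 0% = enzyme with DMSO and 100% = no enzyme wells; some results filed as inactive read as strong as hits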
Target sequence (Q9P0U3 419-644 limits assumed): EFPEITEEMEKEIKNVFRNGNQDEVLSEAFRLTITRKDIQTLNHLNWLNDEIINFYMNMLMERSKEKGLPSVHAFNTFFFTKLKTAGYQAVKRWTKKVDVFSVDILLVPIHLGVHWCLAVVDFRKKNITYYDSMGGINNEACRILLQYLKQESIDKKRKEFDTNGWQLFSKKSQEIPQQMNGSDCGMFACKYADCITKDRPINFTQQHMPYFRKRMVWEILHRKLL
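Test system: recombinant human SENP1 catalytic domain, His6-tagged / Medium: pH 8 Tris buffer with EDTA, NaCl, BME, BSA, NP40, catalase / Also added: SUMO1 FRET substrate flanked by Cypet and Ypet, 25 nM / Times: 50 min reaction at room temperature / Signal: FRET, CFP and YFP emission / Control set: no-enzyme low control and enzyme-plus-DMSO high control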
SENP8 block: SENP8 (human) protease inhibition. hit rate 0.64% among 360,000. Q96LD8. inhibition, % at 20 µM. recombinant SENP8, Nedd8 substrate fluorescence; in the data active means inhibition mostly above about 40%, no sharp cut-off; inactive means mostly below about 27%
Target sequence (Q96LD8 whole entry, looked up): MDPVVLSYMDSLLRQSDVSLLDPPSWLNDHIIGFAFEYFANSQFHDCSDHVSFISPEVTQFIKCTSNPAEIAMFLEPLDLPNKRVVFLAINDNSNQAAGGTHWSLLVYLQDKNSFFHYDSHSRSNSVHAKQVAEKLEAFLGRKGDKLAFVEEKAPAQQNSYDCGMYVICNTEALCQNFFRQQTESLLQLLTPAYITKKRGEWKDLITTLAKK
Numbers without * were called inactive; i = inactive.

The line under a structure holds: SENP1 inh, SENP8 block
CC1=C(C(=O)N(C(C)C)C(C)C)CC(CC(=O)NCC2CCCCC2)C(=O)N1Cc1ccc(F)cc1 (configuration not stated)
  2, 18
CC1(Cc2ccc(C(F)(F)F)o2)C(=O)Nc2cc(-c3ccc(F)cc3F)ccc21 (configuration not stated)
  0, 10
COc1ncnc2c1ncn2CCCNCC(C)c1ccccc1 (configuration not stated)
  4, -15
O=C(c1ccncc1)N1CCN(c2cc(-c3ccccc3)nc3cc(-c4cccc(Cl)c4)nn23)CC1
  -26, -404
CCCS(=O)(=O)NC(=O)C1(C)CCN(C(=O)Cc2ccc(F)cc2)C1 (configuration not stated)
  0, 11
CCOC(=O)C1(C)CCN1C(=O)c1cccs1 (configuration not stated)
  -1, 3
Cc1cccc(C)c1-n1nnnc1C(c1ccnc2ccccc12)N(CCN(C)C)Cc1ccccc1 (configuration not stated)
  -11, -2
O=C(CCc1nc2ccccc2c(=O)[nH]1)NCCN1C(=O)S/C(=C\c2ccc(OC(F)F)cc2)C1=O
  -5, 1
CCCCCCN1CCN(C2CN(Cc3ccc(C)cc3)S(=O)(=O)C2)CC1 (configuration not stated)
  5, 12
COCCN(C(=O)CSc1nnc(-c2ccccc2F)o1)c1c(N)n(Cc2ccccc2)c(=O)[nH]c1=O
  -1, 9
COCCCC1CCN(C(=O)C2CCC(=O)N(CCCc3ccccc3)C2)CC1 (configuration not stated)
  1, 4
O=C(CNC(=O)c1cccc(-n2cccc2)c1)Nc1ccccc1Br
  -4, 1
COCCNC(=O)C1(C)CCCN(C(=O)c2ccc(-c3ccccc3)cc2)C1 (configuration not stated)
  2, 13
COc1ccc2cc(N3CCCC3=O)ccc2c1
  2, -20
CCc1ccc([C@@H]2C[C@H]3[C@@H](CN2S(=O)(=O)c2ccc(C)cc2)C(=O)C[C@@H](c2ccc(C)cc2)N3S(=O)(=O)c2ccc(C)cc2)cc1
  0, -4
CCOc1ccccc1-c1ccc2nccn2c1
  -72, -65
Cc1ccc(C)c(C(O)c2ncc(-c3cccc(F)c3)[nH]2)c1 (configuration not stated)
  0, 18
CC1CCCCC1NC(=O)CSc1ccsc1[N+](=O)[O-] (configuration not stated)
  2, 4
COc1cc(C(=O)N2Cc3cc4ccccc4nc3C2C)cc(OC)c1OC (configuration not stated)
  1, 10
CCCCCCCCN1C(=O)[C@H](CC(=O)NCCCC)C[C@@]2(C(=O)OCC)CCCC=C12
  0, 18

Some of these compounds in order of molar mass, ascending:
The line under a structure holds: SENP1 inh, SENP8 block
COc1ncnc2c1ncn2CCCNCC(C)c1ccccc1 (configuration not stated)
  4, -15
COc1cc(C(=O)N2Cc3cc4ccccc4nc3C2C)cc(OC)c1OC (configuration not stated)
  1, 10
COCCNC(=O)C1(C)CCCN(C(=O)c2ccc(-c3ccccc3)cc2)C1 (configuration not stated)
  2, 13
CC1(Cc2ccc(C(F)(F)F)o2)C(=O)Nc2cc(-c3ccc(F)cc3F)ccc21 (configuration not stated)
  0, 10
O=C(CCc1nc2ccccc2c(=O)[nH]1)NCCN1C(=O)S/C(=C\c2ccc(OC(F)F)cc2)C1=O
  -5, 1

Next entries
The line under a structure holds: SENP1 inh, SENP8 block
CCN1CCN(c2ccc(S(=O)(=O)N3CCOCC3)cc2NC(=O)c2ccc(OCC(C)C)cc2)CC1
  1, 2
CSc1ccccc1CNC(=O)C1(C)CCCN1CC(C)C (configuration not stated)
  -4, 5
C=CCOc1ccccc1CNn1c(C)n[nH]c1=S
  1, 8
Fc1ccc(-c2nc3c4ccccc4ccn3c2Cc2cccc(Cl)c2)cc1
  -54, -212
C=CC(=O)N1C/C(=C/c2ccc(F)cc2)C(=O)/C(=C\c2ccc(F)cc2)C1
  -10, -16
Nc1cc(Oc2cccnc2)cc([N+](=O)[O-])c1
  2, 31
CNS(=O)(=O)c1ccc(CNC[C@H]2O[C@@H](n3cnc4c(=O)[nH]c(N)nc43)[C@H](O)[C@@H]2O)cc1
  -5, 18
COc1ccccc1NC(=O)c1ccc(NC(=O)COC(=O)C2CCCO2)cc1 (configuration not stated)
  0, 12
CCCCc1ccc(-c2nn[nH]n2)nc1
  3, 17
CNc1cncc(-c2cccc(NS(C)(=O)=O)c2)n1
  -4, -486
COc1cccc2c1C(CCCC(=O)O)CCC2 (configuration not stated)
  0, -9
CCOC(=O)C1(C)CCCN1C(=O)c1ccc(OC)cc1 (configuration not stated)
  2, 9
Cc1cccc(C)c1NC(=O)C(c1ccc(C#N)cc1)n1c(=O)c(-c2ccco2)nc2ccccc21 (configuration not stated)
  -33, -455
Cc1c(C#N)c2n(c1C)CCCC(=O)N2
  1, 5
CCc1nc2ccc(C(=O)NCCc3c[nH]c4ccccc34)cn2c1N(C)Cc1ccc(N(C)C)cc1
  -2, 8
CC(C)(C)OC(=O)N1CCC[C@@H]1C(=O)N1CCC[C@@H]1C(=O)NCc1ccccc1Cl
  4, 20
COc1ccc(CCn2nnc3ccccc3c2=O)cc1OC
  0, 19
CC(=O)Nc1cnc(-c2ccccc2C(C)=O)cn1
  -12, -40
CC(C)N1CC(C(=O)Nc2ccc(Cl)cc2Cl)CC1=O (configuration not stated)
  0, 18
C[C@@H]1CN([C@@H](C)CO)C(=O)c2cc(-c3ccccc3F)cnc2O[C@H]1CN(C)Cc1cccc(F)c1
  0, 6
Cc1nc2c(=O)[nH]c(=S)[nH]c2[nH]c1=O
  18, -480
O=C(N1CCc2cc(S(=O)(=O)NC[C@H]3O[C@@H](n4ccc(=O)[nH]c4=O)[C@H](O)[C@@H]3O)ccc2C1)C(F)(F)F
  1, 14
COc1ccccc1N1CCN(C(=O)C(=O)c2cccc([N+](=O)[O-])c2)CC1
  4, 13
Cc1onc(-c2c(F)cccc2Cl)c1C(=O)Nc1cc2cc([N+](=O)[O-])ccc2oc1=O
  -8, 18
C[C@@H]1CN([C@@H](C)CO)C(=O)CCCn2nncc2CO[C@@H]1CN(C)C(=O)Nc1ccc(C(C)(C)C)cc1
  0, -1
O=C1[C@H](Cc2ccccc2)NCC=CC[C@@H](c2ccc(Cl)cc2)N1Cc1ccc(Cl)cc1
  0, 9
COc1ccc(NC(=O)Nc2nnc([C@@H]3C[C@H](O)[C@@H](CO)O3)s2)cc1
  3, 13
OC[C@@H]1CN(Cc2cccnc2)C[C@H](n2cnc3c(N4CCCC4)ncnc32)O1
  3, 17
CN(C)CCN1CCN(C(c2ccnc3ccccc23)c2nnnn2-c2ccc3c(c2)OCCO3)CC1 (configuration not stated)
  -1, 20
CCNC(=O)C1(C)CCCN(C(=O)c2oc3ccccc3c2C)C1 (configuration not stated)
  3, 15
CCn1c(N)cc(=O)[nH]c1=S
  2, 11
C[C@@H]1CN([C@H](C)CO)S(=O)(=O)c2ccc(-c3cccc(C(=O)N(C)C)c3)cc2O[C@H]1CN(C)C(=O)Nc1ccc(F)cc1
  -1, 2
CC(=O)N1CCN(S(=O)(=O)c2cccc(C(=O)OCC(=O)NCc3ccccc3Cl)c2)CC1
  3, 19
OC[C@@H]1CN(Cc2ccc3c(c2)OCO3)C[C@H](n2cnc3c(NC4CCC4)ncnc32)O1
  3, 7
CN(C)c1ccc(C=C2C=C(c3ccccc3)OC2=O)cc1
  24, 9
Cc1cccc(NC(=O)CNC(=O)[C@H]2O[C@@H](n3ccc(=O)[nH]c3=O)[C@H](O)[C@@H]2O)c1C
  -3, 25
c1ccc(-c2ccc3ncccc3n2)cc1
  -2, 5
COc1cccc(-c2nc(-c3ccc(NC(=O)Cc4ccccc4OC)cc3)no2)c1
  4, -5
COc1ccc(N2CCN(C(=O)C(=O)c3cn(CC(=O)N4CCCC4)c4ccccc34)CC2)cc1
  0, 0
CCN(CC(=O)Nc1c(F)cccc1F)C(=O)CSCc1ccc(C)cc1
  -1, -2
O=C(O)c1cccc2c1C(=O)c1cc([N+](=O)[O-])ccc1-2
  19, 9
CCc1cc2c(SCC(=O)N3CCN(C(=O)c4cccs4)CC3)ncnc2s1
  2, 18
N#CCc1ccc(NC(=O)/C=C/c2ccc([N+](=O)[O-])o2)cc1
  -19, 20
Cc1ccc(S(=O)(=O)N2C[C@H]3N(C(=O)OC(C)C)N(C(=O)OC(C)C)C[C@H](OC(=O)NCC4CCCCC4)[C@@]3(O)C2)cc1
  2, -18
CC1(c2nnnn2Cc2ccccc2)CCC(=O)N1Cc1ccco1 (configuration not stated)
  1, 10
CCC(=O)N(c1nnc(SCC(=O)Nc2sccc2C(N)=O)s1)C1CC1
  -2, 10
COc1cccc(C=C(C#N)C(=O)c2ccccc2)c1
  -30, -126
C[C@@H]1CN([C@H](C)CO)C(=O)c2cc(Br)cnc2O[C@H]1CN(C)Cc1ccccc1
  0, 15
Cn1cccc1CN1CCC[C@]2(N[C@H](c3ccccc3)[C@@H]3C(=O)N(Cc4ccccc4)C(=O)[C@@H]32)C1=O
  0, 11
CCOC(=O)C1(C(=O)OCC)NC(=O)CC1C (configuration not stated)
  2, 9
OC(c1cccc(Cl)c1)c1nc(-c2ccc3c(c2)OCO3)cs1 (configuration not stated)
  0, 23
CCCCN(C)c1c(C)nc2ccc(C(=O)Nc3cc(-c4ccccc4)ccc3OC)cn12
  -13, 9
CNc1cncc(-c2cc(C)c(O)c(C)c2)n1
  -44, i
CCN(C(=O)COC(=O)/C=C/c1ccc(Cl)c(Cl)c1)c1c(N)n(Cc2ccccc2)c(=O)[nH]c1=O
  -3, 17
COC(=O)C(C)Sc1nc2c(c(=O)n(C)c(=O)n2C)n1Cc1cccc(C)c1 (configuration not stated)
  0, 33
Cc1ccc(-c2cnc(C(O)c3cccc(C)c3C)[nH]2)cc1 (configuration not stated)
  2, -5
O=C(NCc1ccccc1)c1ccc(CS(=O)Cc2cccc(Cl)c2)o1 (configuration not stated)
  2, 5
CC(C)S(=O)(=O)N1CCCC(c2cc(C(=O)Nc3ccc(F)c(Cl)c3)no2)C1 (configuration not stated)
  0, 7
CCNC(=O)C1(C)CCN(C(=O)c2ccc3snnc3c2)C1 (configuration not stated)
  1, 21
O=C(COC(=O)c1ccc(O)cc1O)NC(=O)Cc1ccccc1
  1, 8

Next part.
The line under a structure holds: SENP1 inh, SENP8 block
CC(C)C[C@@H]1Cc2[nH]c(=S)[nH]c(=O)c2[C@H](C)O1
  1, 6
O=C(C=Cc1ccccc1F)c1ccccc1
  1, 0
CCOc1cc(OCC)cc(C(=O)N2CCC[C@@H]2C(=O)N2CCC[C@H]2C(=O)NCc2ccncc2)c1
  -1, 15
CC1(C)OC(=O)C2=C(C[C@@H](C3CCCCC3)O[C@H]2c2ccc(Cl)cc2)O1
  1, 13
Cn1c(NCCN2CCCC2)nc2cc(-c3ccccc3)sc2c1=O
  0, -144
C=C1C(=O)[C@]23C[C@H]1CC[C@H]2[C@]1(C)[C@@H](OC(C)=O)CC[C@@](C)(C(=O)O)[C@H]1C[C@@H]3OC(C)=O
  1, 26
CCOC(=O)c1c(-c2ccccc2)csc1NC(=O)/C(C#N)=C\c1ccc(O)c(OC)c1
  -31, -19
N/C(=N\OC(=O)Cc1ccc([N+](=O)[O-])cc1)c1ccccn1
  5, 11
COc1ccc2c(c1)Cc1cc(NC(=O)c3ccccc3-c3ccccc3C(=O)O)ccc1-2
  0, -13
CCCCC1CC2=C(C(=O)OC(C)(C)O2)C(c2cccc3ccccc23)O1 (configuration not stated)
  0, 14
O=C(NCc1ccncc1)C1Cc2c(-c3ccc(Cl)cc3)ccnc2O1 (configuration not stated)
  -2, -19
CC(C)CC1C(=O)N(Cc2cn(CCC3OCCO3)nn2)CCS(=O)(=O)N1Cc1ccc(-c2ccccc2)cc1 (configuration not stated)
  1, 1
O=C(CCc1ccccc1)NC(c1cccs1)c1cc(Cl)c2cccnc2c1O (configuration not stated)
  2, 2
Nc1ccn([C@@H]2O[C@H](CNS(=O)(=O)c3cc4ccccc4s3)[C@@H](O)[C@H]2O)c(=O)n1
  2, 20
COc1ccc(C(CNC(=O)c2ccc(C)c(S(=O)(=O)N3CCCCC3)c2)N2CCCC2)cc1 (configuration not stated)
  0, -1
COc1cccc(C(CC(=O)NCC2CCCO2)NS(=O)(=O)c2ccc(C)cc2)c1OC (configuration not stated)
  3, 16
COc1ccc(C(C)(O)c2nc(-c3ccc(C)c(C)c3)cs2)cc1 (configuration not stated)
  1, -8
CC1CCN(C(=O)c2ncn3c2c(=O)[nH]c2ccc(Br)cc23)CC1
  0, -50
CCC(=O)N1CCCC1(C)C(=O)Nc1ccc2c(c1)CCN2C(C)=O (configuration not stated)
  0, 14
O=C(O)c1cc(=O)[nH]c2ccccc12
  2, -13
CC(CN1CC(=O)NC(=O)C1)N1CC(=O)NC(=O)C1 (configuration not stated)
  -3, 5
COc1cccc(C(O)c2nc(-c3ccccc3)cs2)c1 (configuration not stated)
  -2, 11

2 entries from above, field by field.
CN(C)CCN1CCN(C(c2ccnc3ccccc23)c2nnnn2-c2ccc3c(c2)OCCO3)CC1 (configuration not stated)
  SENP1 inh: -1
  SENP8 block: 20

CCOc1ccccc1-c1ccc2nccn2c1
  SENP1 inh: -72
  SENP8 block: -65

This is a subset; count on the stated rates, not on these rows.
